Screening results as filed in PubChem BioAssay.
SRC1 inh – inhibitors of human steroid receptor coactivator 1 (SRC1); inhibition, % at 3.6 µM; Q15788; 0.12% of 360,000 active; HEK293 GAL4-SRC1 luciferase reporter, luminescence;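 active = inhibition above the campaign mean plus 3 SD, with each screening campaign given its own cutoff, cut at about 60% in these data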;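 also: 0% = DMSO treated cells and 100% = gossypol at 36 µM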
TROY signal inh – blocks TROY-dependent signaling in reporter cells; Q293 LMP1-TROYcd NF-kB luciferase reporter, 4 h; AID 1347056; 0.98% of 360,000 active; inhibition, % at 10 µM;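 active = compounds whose plate-normalised and pattern-corrected inhibition of the luciferase reporter signal at the single screening dose is 50% or more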
TLR9-MyD88 block – blocks human TLR9 binding to MyD88. Q9NR96+Q99836. CHO BLA complementation TLR9-MyD88, CCF4 FRET ratio. inhibition, % at 4.98 µM. AID 504734. 0.21% of 340,000 active;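 active = inhibition above the mean over all tested compounds plus 3 SD, cut at about 21% in these data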;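 also: 0% = DMSO only wells and 100% = clavulanate BLA inhibitor control wells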
COUP-TFII inh – inhibitors of human COUP-TFII (NR2F2) | P24468 | HEK293T NGFI-A luciferase reporter, luminescence | inhibition, % at 8.6 µM | 0.7% of 370,000 active | AID 686940;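 active = inhibition above a per-plate cutoff, mean inhibition of test wells between control levels plus 3 SD, cut at about 38% in these data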;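 also: cells cotransfected with COUP-TFII expression vector driving the NGFI-A reporter; 0% = median of COUP-TF2 test wells and 100% = reporter-only cells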
Target sequence (P24468 whole entry, looked up): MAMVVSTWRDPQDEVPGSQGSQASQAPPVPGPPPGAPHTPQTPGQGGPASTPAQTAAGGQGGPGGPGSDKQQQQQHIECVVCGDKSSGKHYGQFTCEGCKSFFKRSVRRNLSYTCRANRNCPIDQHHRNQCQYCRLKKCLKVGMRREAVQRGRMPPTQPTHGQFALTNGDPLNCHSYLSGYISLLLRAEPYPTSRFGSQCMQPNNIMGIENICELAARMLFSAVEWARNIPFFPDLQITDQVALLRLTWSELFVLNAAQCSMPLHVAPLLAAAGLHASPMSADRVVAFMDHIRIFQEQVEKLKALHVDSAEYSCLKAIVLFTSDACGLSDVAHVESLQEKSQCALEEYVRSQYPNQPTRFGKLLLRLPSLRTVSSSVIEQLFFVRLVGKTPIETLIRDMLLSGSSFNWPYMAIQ
ABHD5 PLIN5 PPI – blocks binding of human ABHD5 to perilipin-5; Q00G26+Q8WTS1; Split G. princeps luciferase complementation, luminescence, 4 h; inhibition, % at 4 µM; 0.78% of 360,000 active; AID 602281;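 active = inhibition above the mean inhibition across every tested compound plus 3 SD, cut at about 22% in these data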;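 also: 0% = DMSO only wells and the 100% control is not disclosed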
Granule exo inh – lytic granule exocytosis inhibition; inhibition, % at 10 µM; 0.66% of 360,000 active; AID 651702; TALL-104 LAMP-1 surface exposure, flow cytometry; cells stimulated with thapsigargin and PMA;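 active = inhibition above about 55%, limit read from the data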
TWEAK Fn14 block – blocks TWEAK-Fn14 interaction in a reporter cell assay; TWEAK-stimulated Fn14 reporter cells, luciferase luminescence, 8 h; inhibition, % at 10 µM; 2% of 360,000 active; in the data active = inhibition above about 50%
NOD2 RIPK2 PPI – blocks binding of human NOD2 to RIPK2; O43353; CHO BLA complementation NOD2-RIPK2, CCF4 ratio; inhibition, % at 4.98 µM; 0.38% of 360,000 active; in the data active = inhibition above about 21%;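 also: 0% = vehicle only and 100% = reference blocker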
SRC2 inh – human SRC2 (NCOA2) inhibition. HEK293 GAL4-SRC2 luciferase reporter, luminescence. inhibition, % at 9 µM. 0.17% of 370,000 active. AID 651957;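 active = inhibition above the mean inhibition of all tested compounds plus 3 SD, set per campaign, cut at about 52% in these data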;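 also: 0% = DMSO treated cells and 100% = cells given Gossypol at 36 µM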
LRH-1 inv ag – inverse agonists of human LRH-1 (NR5A2) | O00482 | HEK293T StAR-luciferase reporter, LRH-1 transfected, 24 h | inhibition, % at 3.6 µM | 0.13% of 360,000 active | AID 602396;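 active = inhibition above the mean inhibition of all tested compounds plus 3 SD, cut at about 73% in these data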;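 also: 0% = DMSO wells and 100% = reporter-only cells lacking LRH-1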
Target sequence (O00482 whole entry, looked up): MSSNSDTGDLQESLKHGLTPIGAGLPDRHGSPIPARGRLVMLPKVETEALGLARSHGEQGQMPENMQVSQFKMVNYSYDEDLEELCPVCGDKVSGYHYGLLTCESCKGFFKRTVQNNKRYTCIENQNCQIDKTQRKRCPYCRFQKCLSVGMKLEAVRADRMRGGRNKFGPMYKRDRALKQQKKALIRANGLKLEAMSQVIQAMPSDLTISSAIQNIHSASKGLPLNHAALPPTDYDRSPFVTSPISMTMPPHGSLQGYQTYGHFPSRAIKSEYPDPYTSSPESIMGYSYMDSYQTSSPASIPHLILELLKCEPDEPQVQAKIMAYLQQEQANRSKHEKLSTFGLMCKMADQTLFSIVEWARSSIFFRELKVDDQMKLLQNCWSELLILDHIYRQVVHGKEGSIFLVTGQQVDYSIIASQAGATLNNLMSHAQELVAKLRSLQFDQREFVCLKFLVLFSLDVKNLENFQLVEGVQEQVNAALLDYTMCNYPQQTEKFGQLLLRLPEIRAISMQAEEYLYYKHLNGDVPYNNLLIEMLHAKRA
SRC3 inh – human NCOA3 inhibition | Q9Y6Q9 | HEK293 GAL4-SRC3 luciferase reporter, luminescence | inhibition, % at 3.6 µM | 0.17% of 360,000 active;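 active = inhibition above a per-campaign cutoff, the mean of all compounds plus 3 SD, cut at about 60% in these data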;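 also: 0% = DMSO-treated cells and 100% = gossypol-treated cells at 36 µM; higher means less SRC3-driven luciferase light from the GAL4 reporter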
* hit, by the source's call; · = no result given.

SMILES	SRC1 inh	TROY signal inh	TLR9-MyD88 block	COUP-TFII inh	ABHD5 PLIN5 PPI	Granule exo inh	TWEAK Fn14 block	NOD2 RIPK2 PPI	SRC2 inh	LRH-1 inv ag	SRC3 inh
S=C(Nc1ccccc1Cl)Nc1ccc(Cl)cc1Cl	6	5	9	2	-7	-2	7	-5	5	6	5
Cc1cccn2c(N)c(-c3ccccc3)nc12	-15	-12	1	7	0	-2	4	18	10	1	-29
COc1ccc(CCNC(=O)c2ccc3c(c2)NC(=O)C(N2CCOCC2)S3)cc1OC (stereo not given)	12	8	-2	5	3	-2	-11	0	15	6	15
COc1ccc(Oc2cn[nH]c2-c2ccc(OC)cc2O)cc1	0	21	2	-22	-13	60*	-4	7	-6	-7	16
C[C@H](CO)N1C[C@H](C)[C@@H](CN(C)Cc2ccc(-c3ccccc3)cc2)OCc2cnnn2CCCC1=O	-5	-6	-8	-11	2	1	-1	-9	-7	-34	-7
Nc1ccc(CCC(=O)N2CCCC2)cc1	-2	-9	-1	-17	-5	-12	10	3	-19	-7	-8
O=C(Cn1cnc2c(cnn2-c2ccccc2)c1=O)Nc1cc(S(=O)(=O)N2CCOCC2)ccc1Cl	-3	26	1	-12	5	7	4	-9	-33	7	4
CCC(=O)Nc1ccc2c(c1)nc1n2CCN(C2CCCCC2)C1	-7	-4	0	9	-3	-3	34	-9	-10	8	5
Cn1cnnc1SCC(C)(C)NS(=O)(=O)c1ccc(Cl)cc1	15	12	-7	-8	8	-5	14	5	-2	2	10
Clc1ccc(Oc2nc(N3CCOCC3)nc(N3CCOCC3)n2)cc1	5	6	-6	11	-1	0	-5	-13	-28	12	21
COc1ccc(N=Nc2nc3cc(Br)c(Br)cc3n2C)c(OC)c1	-7	-14	-2	-6	3	-2	-7	-8	-38	23	-1
CC(Sc1ccccc1)C(=O)NCCc1ccccc1 (stereo not given)	-21	7	-4	-1	-5	4	-1	4	-50	-33	-24
Cc1c(-c2ccccc2)[n+](=O)c2c(n1[O-])CCCC2	4	-6	0	20	-2	7	-14	6	-50	17	9
O=C(Cc1ccc(Cl)cc1)Nc1ccccc1C(=O)N1CCCCC1	4	3	4	8	-1	8	9	-5	10	15	-8
CCCCN1C[C@H](CSC)[C@@H](CC(=O)NC)C1=O	13	-13	7	-7	-6	5	-4	5	6	11	5
Cc1ccc([C@H]2N[C@]3(CCCN(Cc4ccc(F)cc4)C3=O)[C@H]3C(=O)N(Cc4ccccc4)C(=O)[C@@H]23)cc1	1	2	12	17	-2	-3	15	5	14	-23	11
CCOC(=O)Cc1csc(SCC(=O)NC2CCS(=O)(=O)C2)n1 (stereo not given)	-6	0	-1	3	1	16	14	8	-4	8	7
CCOc1ccc(-c2c(C(=O)N/N=C/c3ccsc3)nnn2-c2nonc2N)cc1	16	17	-16	-1	4	-1	-10	-3	12	13	-6
NC(N)=N/N=C(\N=Nc1ccccc1)c1cccc2cccnc12	0	-27	-11	1	4	-1	8	-3	12	-22	-17
COc1cccc(-c2cc(-c3cccnc3)c(C#N)c(N)n2)c1	-15	10	3	-22	-7	-2	37	-6	13	4	5
Cc1ccccc1SCC(=O)OCC(=O)Nc1ccc(N(C)C)cc1	7	4	-1	6	-2	-3	-7	-4	-24	-5	11
CCOC(=O)CN1C(=O)N[C@@H](CCc2ccccc2)[C@@H](C(=O)OC)[C@H]1C	5	-15	-1	-4	8	-4	6	-5	-4	4	14
Cc1cccc(OCC(=O)Nc2ccc(S(=O)(=O)N3CCN(C)CC3)cc2)c1	-5	-5	-1	-14	-11	-2	-14	6	0	4	15
CCc1ccc(NC(=S)N2CCCC(C(F)(F)F)C2)cc1 (stereo not given)	-4	-24	-3	-36	-2	2	2	-16	3	7	8
O=C(NCCCN1CCc2ccccc2C1)C1CCN(S(=O)(=O)N2CCCC2)CC1	-4	12	-2	-6	12	4	0	-5	-5	8	-32
Cc1ccc(-c2cc3nc(C)cc(N4CCN(C(=O)c5ccoc5)CC4)n3n2)cc1	-23	-22	-11	-9	9	3	-8	-7	-12	20	2
COC(=O)c1cc(NC(=O)c2cccs2)ccc1N1CCOCC1	-9	12	3	1	-5	-3	0	-9	-13	0	8
CN(C)c1cc(Nc2ccc(O)cc2)c([N+](=O)[O-])c2nonc12	-2	-8	-5	2	2	-5	-25	-1	-27	-6	13
CSc1ccc(/C=N/n2c(C3CCCCC3)n[nH]c2=S)cc1	7	-2	-6	5	-4	3	-35	-7	20	5	21
CN(C)C(=O)c1c2c(nc3ccccc13)CCCC2	13	-9	5	18	-3	107*	15	-12	-13	10	9

Entries shown so far that have a thiophene ring, fused or not, in the order listed:
SMILES	SRC1 inh	TROY signal inh	TLR9-MyD88 block	COUP-TFII inh	ABHD5 PLIN5 PPI	Granule exo inh	TWEAK Fn14 block	NOD2 RIPK2 PPI	SRC2 inh	LRH-1 inv ag	SRC3 inh
CCOc1ccc(-c2c(C(=O)N/N=C/c3ccsc3)nnn2-c2nonc2N)cc1	16	17	-16	-1	4	-1	-10	-3	12	13	-6
COC(=O)c1cc(NC(=O)c2cccs2)ccc1N1CCOCC1	-9	12	3	1	-5	-3	0	-9	-13	0	8

The list goes on.
SMILES	SRC1 inh	TROY signal inh	TLR9-MyD88 block	COUP-TFII inh	ABHD5 PLIN5 PPI	Granule exo inh	TWEAK Fn14 block	NOD2 RIPK2 PPI	SRC2 inh	LRH-1 inv ag	SRC3 inh
CCc1ccc(CN(C)C(=O)CCc2nnc(CCc3cccc(OC)c3)o2)nc1	-5	-15	-9	4	-1	-4	-20	-7	-19	-2	13
COC(=O)NCc1ccc2c(c1)OCO2	-9	17	-28	-1	-1	-2	4	1	-29	9	-10
CCc1noc(C)c1C(=O)NNC(=O)c1ccc(N(CC)CC)cc1	14	-1	-11	19	6	1	7	-10	7	-7	-30
Cc1c(C(=O)N2CCN(Cc3ccc4c(c3)OCO4)CC2)cccc1[N+](=O)[O-]	-10	-6	-8	2	4	2	10	-21	9	2	10
Cc1ccc(-c2nnn(CCC(=O)NC(C)(C)C)n2)cc1	-41	-40	0	-20	3	0	-23	-2	-18	-51	-31
Cc1ccc(S(=O)(=O)N2CCN(C(=O)COC(=O)/C=C/c3ccc([N+](=O)[O-])cc3)CC2)c(C)c1	4	15	0	-1	0	0	13	-1	5	0	8
CC(C)C[C@H]1CNC(=O)C(=O)N1C[C@@H]1CCCN1C[C@H](Cc1ccccc1)N1C[C@H](CC(C)C)N(CCc2ccccc2)C(=O)C1=O	·	2	·	2	-3	10	18	-2	0	0	·
C=CCN=C1N[C@@H](c2cccc(C(F)(F)F)c2)C(C(=O)OC)=C(C)N1CC	-2	2	2	-7	16	2	13	-4	-22	11	10
COc1ccc(CN2CCN(S(=O)(=O)c3ccc(F)cc3)CC2)cc1OC	1	2	-6	18	-4	0	-20	4	-12	-40	4
O=C(NCc1ccccn1)C(=O)NCc1ccccn1	9	-3	1	6	-1	1	13	-5	4	13	2
Cc1ccc(NC(=S)NNC(=O)C2CC2c2ccc(C)cc2)cc1 (stereo not given)	-47	-4	-17	6	-11	1	3	3	2	-9	-19
CC(NC(=O)COC(=O)C1CCN(c2ccc(C(F)(F)F)cn2)CC1)c1ccc(F)cc1 (stereo not given)	2	-3	6	4	3	-2	4	-1	7	6	-8
O=C(c1ccc(-c2ccccc2)cc1)N1CCN(Cc2ccccn2)CC1	-21	9	13	-2	4	-4	10	-1	-17	-15	21
COc1cccc(C(=O)Nc2ccc3c(c2)CCCN3C(=O)c2cccs2)c1OC	0	-50	13	8	10	24	-23	-2	-15	14	-2
Cc1sc2ncnc(N3CCN(S(=O)(=O)c4ccc(F)cc4)CC3)c2c1C	21	21	-1	-3	5	9	26	-8	-29	1	16
Cc1ccc(CNC(=O)c2cc(-c3ccccc3)nn2Cc2cc(C)no2)cc1	7	9	-4	8	7	12	-23	12	-18	-25	8
CCCCC(=O)NS(=O)(=O)c1ccc(NS(C)(=O)=O)cc1	5	11	-8	-5	3	1	4	-11	-35	5	7
Cc1cccc(NC(=O)NCCc2ccc(Cl)cc2)c1	-26	-26	3	12	-2	-1	-22	-1	-3	-23	9
Nc1cc2c(cc1Br)-c1ccc(F)cc1C2O (stereo not given)	-25	-50	-1	0	-3	-5	23	-13	-33	-23	-36
COc1ccc(CNC(=O)C(c2ccc(C)o2)N(C(=O)c2snc(C(N)=O)c2N)c2ccccc2OC)cc1 (stereo not given)	-8	-5	-4	-11	3	73*	-12	-13	6	-8	20
O=C(Nc1ccccc1F)NC1CCN(Cc2nnnn2Cc2ccc(F)cc2)CC1	7	5	6	1	-3	-3	5	4	0	5	1
CCn1c(COc2ccccc2)nnc1SCC(=O)C(C)(C)C	0	-19	-15	0	8	1	-18	0	-17	10	-9
O=C(NCc1nnc(SCC(=O)N2CCCCC2)o1)c1c(F)cccc1Cl	1	-18	7	3	-8	-10	-17	-1	-3	-2	-8
COc1cc(NS(=O)(=O)c2ccc(NC(=O)COc3ccc(C)cc3C)cc2)nc(OC)n1	-11	13	1	13	-11	5	14	4	6	-30	5
S=C(NCc1ccco1)Nc1ccc(Oc2ccc(Cl)cc2)cc1	-17	-19	5	12	-10	5	13	-3	-2	30	20
COc1ccccc1/C=N/Nc1nc(C)cc(=O)[nH]1	-25	-10	-8	-9	5	12	4	-3	1	2	-5
CC1CCN(CCOc2ccc(C(=O)c3ccccc3)cc2)CC1	5	4	-6	1	-2	12	4	-4	3	4	8
O=C(Nc1cccc(S(=O)(=O)NC2=NCCC2)c1)c1cc(-c2ccco2)nc2ccccc12	-6	13	6	6	8	-6	-6	-10	15	4	-18
CC(C)CCN(C(=O)CNC(=O)c1ccco1)C(C(=O)NC1CCCCC1)c1ccco1 (stereo not given)	-29	0	3	-6	-3	0	10	-4	-7	-30	22
CCN(C(=O)[C@@H]1CCCN1C(=O)c1cccs1)c1nc2cc(Cl)ccc2s1	-14	-54	-10	9	9	-4	-9	3	-39	-6	-14
Cc1sc2ncn(CC(=O)NCCCC(=O)N3CCN(c4ccccc4)CC3)c(=O)c2c1C	-6	0	5	0	-1	-4	-6	0	11	3	15
Cc1ccc(NC(=O)c2ncn(CC(=O)NCc3ccccc3)n2)cc1C	-31	-65	-15	-19	-7	-6	-23	-6	-7	-43	-57
Cc1cccc(N2CCN(C(=O)c3cn(C)c(=O)c4c3c3ccccc3n4C)CC2)c1C	-5	7	-19	·	-3	18	37	8	·	4	13
CCOC(=O)C(C)Oc1cccc2c(=O)n(CC(=O)NCc3ccc4c(c3)OCO4)ccc12 (stereo not given)	-17	7	2	-29	9	6	1	1	-4	27	12
COc1ccc(COc2cc(-c3cccc(OC)c3)nc3ccc(NC(=O)C(C)C)cc23)cc1	-28	7	12	-5	9	18	19	4	-32	33	-12
Cc1ccc(C(C[N+](=O)[O-])c2c(-c3ccccc3O)[nH][nH]c2=O)cc1 (stereo not given)	-7	-26	-10	-11	-20	-1	10	-1	-7	-16	10
COc1ccc(NC(=O)CCn2cccc2)cc1	2	6	-6	-8	6	2	26	-4	8	-14	-7
CCOC(=O)COc1ccc(C2NC(C(=O)O)CS2)cc1 (stereo not given)	-3	8	4	8	-10	-2	23	4	-18	-1	9
CN1CCN(S(=O)(=O)c2ccc(C3CCCCC3)cc2)CC1	1	-6	-3	0	1	1	-18	-3	-3	-21	-8
O=C(CSc1ccc(-c2ccc(Br)cc2)nn1)NC1CCCC1	9	1	4	14	1	14	-9	-11	-10	13	-4

An excerpt (hit frequency here may not be typical).
